4MU fluor – compound fluoresces in the 4-MU spectral region. compound autofluorescence, 340/450 nm, 4-MU equivalents; hits give high values. max dye-equivalent concentration, M. 59,000 compounds, 11% hits. AID 589; in the data active means max dye-equivalent concentration above about 10 nM; inconclusive means mostly about 1.1 nM to 9.6 nM
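Compounds in 100 mM Tris, pH 8.0, sat 15 min at room temperature before fluorescence was read at 340 nm excitation/450 nm emission; a per-plate six-point 4-MU standard curve converted signals to dye-equivalent concentration at each compound concentration.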
HADH2 inhib – blocks human hydroxyacyl-CoA dehydrogenase type II | Q99714 | recombinant HADH2, NADH fluorescence, beta-hydroxybutyryl-CoA | Potency, µM (titrated, usually from 57.1 µM), inactives show top-dose activity change, negative = inhibition, actives largely listed as inhibitors | 73,000 compounds, 3.4% hits; further: potency means the concentration at half of the fitted maximal effect; on the % scale 0 is the no-effect control and ±100 the full control effect; nearly all actives have a fitted effect of over 60% in size; many of its hits are not listed in these tables
Target sequence (Q99714 whole entry, looked up, one chain of several): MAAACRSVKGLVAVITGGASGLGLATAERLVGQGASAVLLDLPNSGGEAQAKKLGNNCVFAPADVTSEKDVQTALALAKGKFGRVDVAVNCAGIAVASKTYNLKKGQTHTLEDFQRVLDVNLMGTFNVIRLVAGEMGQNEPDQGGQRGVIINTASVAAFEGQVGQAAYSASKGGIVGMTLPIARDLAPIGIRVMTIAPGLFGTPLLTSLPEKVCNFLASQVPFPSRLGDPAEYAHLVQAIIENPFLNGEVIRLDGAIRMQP
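Read-out: 360 nm excitation, 450 nm emission, kinetic over 4 min. Conditions: His-tagged human HADH2 20 nM, pH 9.0 Tris with Tween-20, 1 mM NAD+, 90 uM beta-hydroxybutyryl-CoA.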
Fluorescein fluor – fluorescein region autofluorescence; Compound autofluorescence, 480/540 nm, fluorescein-equivalent; hits give high values; 59,000 compounds, 0.91% hits; max fluorescein-equivalent concentration, M; in the data active means max fluorescein-equivalent concentration above about 10 nM; inconclusive means between about 1.1 nM and that limit
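In this qHTS profile, compound fluorescence was measured with a 480 nm/540 nm filter pair following a 15-min room-temperature incubation in 100 mM Tris (pH 8.0). A six-point fluorescein series on each plate served for normalization.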
Pol III holo inh – DNA polymerase III holoenzyme inhibition; reconstituted DNA polymerase III holoenzyme replication, biochemical; Potency, µM (highest dose often 57.1 µM), without a hit: top-dose activity change, negative = inhibition; 71,000 compounds, 0.25% hits; further: potency means the concentration at half of the fitted maximal effect; on the % scale 0 is the no-effect control and ±100 the full control effect
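Reconstituted *E. coli* holoenzyme (0.35 nM Pol III, 1 nM beta, 154 nM SSB, 2 nM primase) was preincubated with compound for 15 min at RT. Synthesis on 1.4 nM ssM13Gori ran 35 min, then was stopped with PicoGreen/EDTA and read as dsDNA fluorescence.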
Ub-GFP proteasome – inhibits proteasome, raising ubiquitin-GFP reporter fluorescence. Ubiquitin-GFP reporter cells, proteasome inhibition, GFP fluorescence; response scale: untreated = 0%, 10 µM MG-132 = 100%. Potency, µM (top dose mostly 45.9 µM), without a hit: at the top dose activation (GFP accumulation), hits mostly activators. 67,000 tested, under 10 active; active means well fitted activation curve with a large enough effect, not every such curve was filed as active; inconclusive means small, poorly fitted or top-dose-only effect, or another doubt; inactive means no such curve, though single readings can be large or run the other way; further: potency means the concentration at half of the fitted maximal effect
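U2OS Ub(G76V)-GFP reporter; O/N plating, 0.5% FBS; cpd 46 uM–2.9 nM, 4 h, 37 °C; GFP+ cell count, 488/515 nm; norm. to basal vs 10 uM MG-132; CRC fit.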
Texas Red fluor – compounds fluorescent in Texas Red spectral region. Compound fluorescence, Texas Red channel, 547/618 nm; hits give high values. max dye-equivalent concentration, M. 59,000 compounds, 0.06% hits. AID 587; in the data active means max dye-equivalent concentration above about 10 nM; inconclusive means between about 1.1 nM and that limit
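Texas Red-region profiling: compounds in 100 mM Tris pH 8.0 were read at 547/618 nm after 15 min at room temperature. Intensities were normalized against a six-point Texas Red standard series to give dye-equivalent concentration.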
Hsp90 Hop PPI – changes Hsp90-Hop TPR2A binding signal, up or down; 71,000 compounds, 0.44% hits; AID 595; Potency, µM (doses to about 57 µM), for inactives: at the top dose activity change, negative = inhibition; AlphaScreen TPR2A-His6 binding biotin-Hsp90 C-terminal peptide; active means well fitted curve in either direction with a large enough effect; inconclusive means small, poorly fitted or top-dose-only effect, or another doubt; further: potency means the concentration at half of the fitted maximal effect; on the % scale 0 is the no-effect control and ±100 the full control effect; many of its hits are not listed in these tables
Rhodamine fluor – compound fluoresces in the rhodamine spectral region. AID 594. Rhodamine-region fluorescence, 547/598 nm, Tris buffer; hits give high values. 59,000 compounds, 0.05% hits. max dye-equivalent concentration, M; in the data active means max dye-equivalent concentration above about 11 nM; inconclusive means between about 1.1 nM and that limit
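A six-point rhodamine series on each plate calibrates the signal. Compounds sit in 100 mM Tris (pH 8.0) for 15 min at ambient temperature before imaging through 547 nm/598 nm filters.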
HBB splicing – modulators of hemoglobin beta chain splicing; HBB splicing reporter cell assay, activation; EGFP reporter with mutant IVS2-654 intron; response scale: normalised to 500 nM splice-correcting PNA; Potency, µM (doses to about 46.1 µM), for the others: at the highest dose activation, most hits filed as activators; 65,000 compounds, 0.06% hits; AID 925; further: potency means the concentration at half of the fitted maximal effect; 0% is about no effect
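HeLa cells stably expressing EGFP interrupted by mutant beta-globin intron 2 (IVS2-654), 500/well in 2% FCS. Treated with compound for 2 days at 37C. Splicing correction scored as total well GFP intensity (488 nm excitation, 500-520 nm emission); 500 nM antisense PNA served as control.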
15-hLO inh – inhibitors of human 15-lipoxygenase (ALOX15); purified 15hLO-1, xylenol orange hydroperoxide absorbance; Potency, µM (top dose mostly 57.1 µM), for inactives: at the top dose activity change, negative = inhibition, usual class: inhibitors; 74,000 compounds, 1.4% hits; AID 887; further: potency means the concentration at half of the fitted maximal effect; on the % scale 0 is the no-effect control and ±100 the full control effect; nearly all actives have a fitted effect of over 55% in size
Target sequence (P16050 whole entry, looked up): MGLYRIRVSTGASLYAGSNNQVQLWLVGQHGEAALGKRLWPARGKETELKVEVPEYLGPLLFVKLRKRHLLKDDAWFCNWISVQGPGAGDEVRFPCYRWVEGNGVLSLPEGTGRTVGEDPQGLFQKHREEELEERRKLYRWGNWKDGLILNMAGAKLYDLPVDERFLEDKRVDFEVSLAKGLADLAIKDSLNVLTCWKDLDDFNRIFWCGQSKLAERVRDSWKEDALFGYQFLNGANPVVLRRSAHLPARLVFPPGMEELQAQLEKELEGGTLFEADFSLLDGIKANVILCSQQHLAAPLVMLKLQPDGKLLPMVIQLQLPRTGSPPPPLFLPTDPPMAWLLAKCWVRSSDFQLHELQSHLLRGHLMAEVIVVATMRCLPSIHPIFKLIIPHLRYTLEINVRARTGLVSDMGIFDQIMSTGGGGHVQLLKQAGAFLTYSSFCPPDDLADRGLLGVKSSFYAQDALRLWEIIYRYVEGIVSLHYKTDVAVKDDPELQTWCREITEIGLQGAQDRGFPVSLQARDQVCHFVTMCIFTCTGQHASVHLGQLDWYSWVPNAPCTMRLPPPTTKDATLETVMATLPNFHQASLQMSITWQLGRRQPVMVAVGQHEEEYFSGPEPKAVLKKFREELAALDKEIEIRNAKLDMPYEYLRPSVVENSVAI
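Compounds were preincubated 15 min at room temperature with 40 nM purified human enzyme (25 mM Hepes pH 7.5, 0.01% Triton X-100); 50 uM arachidonic acid reacted 6 min. Fe-xylenol orange detection, 30 min, absorbance ratio 573/405 nm.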
Epigenetic mod – epigenetic GFP locus derepression in mouse cells | mouse C127i GFP locus derepression, cytometry, 30 h | 68,000 compounds, 0.09% hits | Potency, µM (doses to about 46.1 µM), inactives show at the highest dose GFP derepression (activation); further: % of control where 0% means no effect
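Read-out is the number of GFP-positive cells, scored as fluorescent objects 20 to 120 um wide, reflecting derepression of a silenced CMV-GFP reporter in murine C127i cells after 30 h compound exposure at 37 C.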
An asterisk follows results filed as active; i = inactive; ? = inconclusive; . = not tested or not shown; & = joins results of further samples; ! = not active in a repeat; [ ] = remark or other dose. Unless noted, the call rests on the fitted dose curve; in most records, active means well fitted curve in the direction sought with a large enough effect; inconclusive means small, poorly fitted or top-dose-only effect, or another doubt; inactive means no such curve, though single readings can be large; an effect the other way counts as inactive or inconclusive. A portion of the library (hit frequency here may not be typical).

Every second line gives: 4MU fluor, HADH2 inhib, Fluorescein fluor, Pol III holo inh, Ub-GFP proteasome, Texas Red fluor, Hsp90 Hop PPI, Rhodamine fluor, HBB splicing, 15-hLO inh, Epigenetic mod
- O=C(Cn1cnc2c(cnn2-c2ccc(F)cc2)c1=O)N1CCCc2ccccc21
    i, 17%, i, -5%, -1%, i, 1%, i, ., ?, 1%
- CC12CCC(C(=O)NCCCn3ccnc3)(OC1=O)C2(C)C (stereo unspecified)
    i, 7%, i, -2%, -10%, i, -7%, i, -3.7%, 8%, -2%
- O=C(CCCc1nc2ccccc2s1)Nc1nccs1
    i, ?, i, -7%, -3%, ?, -3%, i, 4.7%, -14%, -4%
- O=C(CSc1nnc(Cn2nnc(-c3ccccc3)n2)n1-c1ccccc1)Nc1ccc(F)cc1
    i, 5%, i, -1%, 1%, i, -6%, i, 0.1%, -10%, 2%
- O=C(O)C(Cc1ccccc1-c1ccccc1)C(=O)O
    i, -1%[11.4 µM], ?, -9%[11.4 µM], 0%[9.17 µM], i, -1%[11 µM], i, 0.1%[9.22 µM], -5%[11.4 µM], 2%[9.22 µM]
- CCOc1ccc(NC(=O)C2CC(=O)N(CC)C(=Nc3ccc4c(c3)OCO4)S2)cc1 (stereo unspecified)
    i, 10%, i, 7%, -2%, i, -4%, i, ., -5%, 0%
- COC1=CC(=O)C[C@@H](C)[C@@]12Oc1c(Cl)c(OC)cc(OC)c1C2=O
    i, 1%, i, -3%, -6%, i, -3%, i, ., ., 0%[9.22 µM]
- O=C(Nc1ccc(Cl)cn1)C1CCCN1S(=O)(=O)c1ccccc1 (stereo unspecified)
    i, ., ?, ., ., i, ., i, ., ., 22%[20.6 µM]
- Cc1cc(C)n2cc(CSc3ncccc3C(=O)O)nc2n1
    3.7e-08M*, 32µM*, i, -5%, 2%, ?, -10%, i, -0.4%, -3%, 5%
- Cc1ccccc1Cn1nc(C)c(NC(=O)c2nc3n(n2)C(C(F)F)CC(C)N3)c1C (stereo unspecified)
    i, 5%, i, 3%, 2%, ?, -5%, i, 0.2%, 7%, 6%
- CC1(C)CC(=O)C=C(N=CC2=C(O)CC(C)(C)CC2=O)C1
    ?, ., i, ., ., ?, ., i, ., ., 2%[20.6 µM]
- CC(C)NC(=O)N1CC[C@@]2(CCCN(S(C)(=O)=O)C2)C1
    i, 0%, i, -6%, -9%, i, -8%, i, 2.8%, 7%, 2%[9.22 µM]
- COc1ccc(-c2noc(CCC(=O)Nc3nc4ccccc4s3)n2)cc1
    i, 17%, i, -2%, 4%, i, 6%, i, -0.6%, 0%, 1%
- CCN(CC)CCCNC(=O)N[C@@H](Cc1ccccc1)C(=O)O
    i, 4%, i, 1%, 14%, i, -2%, i, -2.1%[1.84 µM], 4%, 0%
- CSC1=C(C#N)C(c2ccccc2C)C(C#N)=C(N)N1 (stereo unspecified)
    ?, 38%[activator], i, 5%, 3%, ?, 2%, i, 1.5%[57.5 µM], ?, 6%
- CCc1nc2cc(C)nn2c2nc3ccccc3n12
    i, 2%, i, -12%, 2%, ?, -1%, i, -0.2%, 6%, -1%
- N#CCCSCc1ccc(C(=O)O)o1
    i, -1%, i, 6%, 3%, ?, -2%, i, 1.1%, -1%, -3%
- NCCCCCCCCCCNS(=O)(=O)c1cccc2c(Cl)cccc12
    ., -2%, ., 0%, 0%, ., -5%, ., ., ?, 1%
- Cc1cc(NC(=O)C2CCC2)n(-c2ccccn2)n1
    i, 13%, i, -2%, -1%, i, 1%, i, -1.9%, 3%, -2%
- CCNc1ncc2nc(C)c(=O)n(CCc3ccccc3)c2n1
    2.8e-08M*, 133%[activator], i, -8%, -1%, ?, 0%, i, 1.7%, 4%, -3%[9.22 µM]
- Cc1ccc(S(=O)(=O)N2CCC(C(=O)NCCCN3CCCCCC3)CC2)cc1
    i, 7%, i, -4%, 1%, ?, -14%, i, 1.1%[57.5 µM], -26%, 4%
- COC(=O)c1cc(-c2ccccc2)n[nH]1
    i, -2%, ?, -2%, -1%, i, 1%, i, -1.3%, -2%, -1%
- Cc1ccc(N(Cc2cc3ccccc3[nH]c2=O)C(=O)c2ccco2)c(C)c1
    i, ., ?, ., ., i, ., i, ., ., 0%[20.6 µM]
- CCOC(=O)C1=C(C)Nc2nc(C)nn2C1c1ccc(C)cc1 (stereo unspecified)
    ., 1%, ., -4%, 12%, ., 0%, ., -0.1%, 1%, 2%
- N#C/C(=C\c1ccc(O)c(O)c1)C(=O)Nc1ccccc1
    i, ?, ?, -7%&-10%, -8%&-10%, ?, 10µM*!, i, 0.8%, 3.2µM*, 3%&0%
- COC(=O)C(NC(=O)c1ccccc1)=C1CCCCC1
    ., 2%, ., 0%, 3%, ., -1%, ., -2.7%, 9%, -2%
- CCSC1=N/C(=C\c2ccc(C(=O)O)cc2)C(=O)S1
    ., ?, ., -1%, -4%, ., 2%, ., 3.0%, 4%, 0%
- Cc1ccc(OCC(=O)NCC(=O)n2nc(C)cc2C)cc1
    i, ., i, ., ., i, ., i, ., ., 4%[20.6 µM]
- O=C(Nc1c(Cl)cccc1Cl)C1CCC1
    i, -10%, i, -2%, -2%, ?, 1%, i, -1.1%[57.5 µM], 0%, 2%
- COc1ccc(NC(=O)N2CC(C)OC(C)C2)cc1OC (stereo unspecified)
    ?, -2%, i, -1%, -1%, i, -4%, i, 1.3%, -8%, 2%
- CC(=O)O[C@H]1CC[C@@]2(C)[C@@H](CC[C@H]3[C@H]2CC(=O)[C@@]2(C)[C@@H]3C[C@H]3CC(C)=CC(=O)[C@H]32)C1
    i, 5%[11.4 µM], i, -8%[11.4 µM], -3%[9.17 µM], ?, 1%[11 µM], i, -1.2%[9.22 µM], 10%[11.4 µM], -2%[9.22 µM]
- COc1ccc(/C=N/n2c(SC)nnc2-c2ccccc2)c(OC)c1OC
    ., -10%, ., 0%, -3%, ., 0%, ., 3.0%, ?, -2%
- CCc1cccc(CC)c1N(COC)C(=O)Cn1c(CO)nc2ccccc21
    i, 23%, i, -3%, -1%, i, -4%, i, -1.6%, -8%, -2%
- O=S(=O)(NCC(c1cccnc1)N1CCN(c2ccccc2)CC1)c1cccs1 (stereo unspecified)
    i, -1%, i, -5%, 0%, ?, -21%, i, 0.1%, -14%, -3%
- CCOC(=O)/C=C1\NC(C)(C)Cc2cc(OC)c(O)cc21
    i, -7%, ?, 2%, -10%, i, -13%, i, -1.2%, -22%, 1%
- c1csc(-c2csc3nc(CN4CCOCC4)nc(NCc4ccc5c(c4)OCO5)c23)c1
    i, -3%, ?, -2%, 1%, i, -11%, i, -0.1%[57.5 µM], -28%, 0%
- C/C(Cl)=C\Cn1c(N2CCCC2)nc2c1c(=O)[nH]c(=O)n2C
    ?, 1%, ?, -3%, 4%, i, -3%, i, 3.5%, 4%, -5%
- Cc1nc2ccc(NC(=O)N3CCC(c4ccccc4)C3)cc2nc1C (stereo unspecified)
    5.5e-07M*, ?, i, -11%, 0%, i, -1%, i, ., -7%, -2%
- Cc1ccccc1Nc1nnc(SCC(=O)NC(=O)NCc2ccco2)s1
    i, ?, ?, -6%, -4%, i, -7%, i, -0.4%[57.5 µM], 16µM*, 4%
- COCCn1c(C)cc(C(=O)COC(=O)c2ccc3ncsc3c2)c1C
    i, 10%, ?, -1%, -3%, ?, -7%, i, -0.8%, ?, 2%
- CCOC(=O)C1CCN(C(=O)c2ccc(Cl)c(NC3=NC4CS(=O)(=O)CC4S3)c2)CC1 (stereo unspecified)
    ., -2%, ., -6%, 7%, ., -2%[2.3 µM], ., 0.0%, -7%, .
- CCCOc1ccccc1C1NC(=O)NC(C)=C1C(=O)OCCOC (stereo unspecified)
    i, 1%, ?, -1%, 5%, i, -1%, i, 1.3%, -7%, -1%
- CCN1C(=O)CSc2ccc(C(=O)NCCCN3CCOCC3)cc21
    i, 5%, i, -1%, 6%, i, 0%, i, 0.7%[1.84 µM], 5%, 6%
- NC(N)=NC(N)=Nc1c(F)c(F)c(F)c(F)c1F
    i, 7%[11.4 µM], ?, -8%[11.4 µM], 5%[9.17 µM], i, -3%[11 µM], i, -0.6%[9.22 µM], 1%[11.4 µM], -1%[9.22 µM]
- COCCn1c(=O)c(-c2ccc(Cl)cc2)nc2cncnc21
    2.7e-08M*, 81%[activator], i, -3%, 2%, i, -2%, i, 2.8%, ?, -3%[9.22 µM]
- COc1cccc(C(=O)Nc2ccc(NC(C)=O)cn2)c1
    i, -14%, i, 8%, -2%, ?, -1%, i, -0.1%[57.5 µM], -1%, -2%
